NPY Y1 blocker – antagonists of human neuropeptide Y receptor Y1; hit rate 1% among 200,000; HEK293-CNG Y1 cells, membrane potential fluorescence; NPY at EC95, then isoproterenol; inhibition, % at 3.6 µM; P25929;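 active = inhibition above the campaign mean inhibition of all tested compounds plus 3 SD, cut at about 20% in these data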;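 also: 0% = DMSO wells given NPY plus isoproterenol and 100% = isoproterenol alone without NPY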
Target sequence (P25929 whole entry, looked up): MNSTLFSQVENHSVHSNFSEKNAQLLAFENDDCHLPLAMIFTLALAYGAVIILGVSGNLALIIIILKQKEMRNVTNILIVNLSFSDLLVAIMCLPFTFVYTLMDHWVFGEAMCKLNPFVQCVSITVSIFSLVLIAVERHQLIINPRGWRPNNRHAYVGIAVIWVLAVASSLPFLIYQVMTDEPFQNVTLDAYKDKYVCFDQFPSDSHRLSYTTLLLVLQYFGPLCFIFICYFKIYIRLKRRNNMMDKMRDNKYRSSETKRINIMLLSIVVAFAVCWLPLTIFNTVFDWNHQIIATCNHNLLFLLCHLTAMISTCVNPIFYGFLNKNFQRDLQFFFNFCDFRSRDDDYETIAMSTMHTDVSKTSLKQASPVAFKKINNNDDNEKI
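Benchmarks – high control isoproterenol alone, low control NPY with isoproterenol · Material – HEK293 Y1/CNG channel cell line · Times – dye 3 h, compound 60 min room temperature, stimulation 45 min · Probe or stimulus – NPY (25 nM), isoproterenol (1 µM), Ro 20-1724 (25 µM) · Evaluation – % inhibition of NPY effect · Signal – fluorescence, membrane potential probe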
Ba/F3 V617F tox – lowers viability of Ba/F3 cells expressing EpoR and JAK2V617F; ATP luminescence; inhibition, % at 5.6 µM; hit rate 1.1% among 220,000;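 active = inhibition above the campaign mean plus 3 SD over all tested compounds, cut at about 24% in these data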;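 also: cytokine-independent growth of Ba/F3 cells driven by EpoR plus mutant JAK2; 0% = DMSO-treated cells and 100% = JAK inhibitor I control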
NPY1 pot ag – human NPY-Y1 potentiation or agonism, primary screen. NPY-Y1 expressing cells, potentiator/agonist activation. activation, % at 3.6 µM. hit rate 0.37% among 220,000. AID 1304; in the data active = activation above about 33%, passing the limit was not always enough;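 also: cells stimulated with NPY at EC10 then isoproterenol at EC100; 0% = low agonist plus stimulus and 100% = saturating agonist plus stimulus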
BaF3 parental – parental Ba/F3 viability inhibition as JAK2V617F counter-screen; CellTiter-Glo ATP luminescence; inhibition, % at 5.6 µM; hit rate 1.1% among 220,000; AID 1486;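 active = inhibition above a per-campaign cutoff, the mean inhibition of all tested compounds plus 3 SD, cut at about 27% in these data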;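 also: 0% = DMSO wells and 100% = JAK Inhibitor I control wells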
S1P4 agonist – agonists of human S1P4 receptor | O95977 | S1P4-expressing cell line, agonist reporter assay | activation, % at 4.98 µM | hit rate 0.35% among 220,000 | AID 1509; in the data active = activation above about 11%;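 also: 0% = DMSO vehicle and 100% = reference agonist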
S1P4 antagonist – blocks the human S1P4 receptor. S1P4-expressing cells, antagonist mode, reporter read-out. inhibition, % at 4.98 µM. hit rate 0.26% among 220,000. O95977; in the data active = inhibition above about 29%;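 also: 0% = wells stimulated with agonist and 100% = vehicle wells without agonist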
NPY-Y2 PAM-ag – potentiates or activates human NPY-Y2 receptor; activation, % at 3.6 µM; hit rate 0.45% among 220,000; cells expressing NPY-Y2, potentiator/agonist read-out; P49146; in the data active = activation above about 27%;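 also: cells stimulated with NPY near EC25 plus isoproterenol at EC100; 0% = vehicle plus submaximal agonist and 100% = vehicle plus saturating agonist; some results beyond the cut were filed as inactive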
CHOP inh – blocks CHOP induction under ER stress | hit rate 3.8% among 220,000 | CHO-K1 CHOP-promoter luciferase, tunicamycin-induced, 15-18 h | inhibition, % at 10 µM;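 active = compounds that reduced the stress-induced luciferase reporter signal by more than about 70% of percent inhibition, limit read from the data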;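 also: 0% = tunicamycin plus vehicle and 100% = wells without tunicamycin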
p47phox inh – p47phox (human) inhibition | P14598 | p47phox/p22phox peptide binding, fluorescence polarization, 2 h | inhibition, % at 24.7 µM | hit rate 0.53% among 220,000;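 active = inhibition above about 30%, limit read from the data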;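 also: 0% = p47phox with labelled peptide and 100% = labelled peptide alone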
Target sequence (P14598 whole entry, looked up): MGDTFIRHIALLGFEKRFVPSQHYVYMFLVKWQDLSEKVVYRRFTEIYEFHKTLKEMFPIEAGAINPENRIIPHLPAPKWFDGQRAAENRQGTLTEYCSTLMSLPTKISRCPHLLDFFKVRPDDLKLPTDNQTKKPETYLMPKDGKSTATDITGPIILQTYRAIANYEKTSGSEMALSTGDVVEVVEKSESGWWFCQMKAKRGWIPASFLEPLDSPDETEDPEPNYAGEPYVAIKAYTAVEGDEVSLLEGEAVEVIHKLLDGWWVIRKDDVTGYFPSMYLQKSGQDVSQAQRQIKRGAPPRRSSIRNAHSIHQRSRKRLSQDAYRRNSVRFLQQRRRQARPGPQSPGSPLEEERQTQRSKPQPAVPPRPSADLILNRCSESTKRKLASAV
Active calls of the source: *; / = not tested or not shown.

1: O=C(OCC(=O)N1CCN(c2ccccc2)CC1)c1ccc2ccccc2n1
2: CCN(CC)C(=O)N(CC)Cc1ccccc1
3: CCOP(=O)(OCC)c1nc(-c2ccc(F)cc2)oc1NCc1ccccc1
4: CSc1ccc(/C=C(\C#N)C(=O)NC2CCCCC2)cc1
5: CS(=O)(=O)N(CC(=O)Nc1ccc(Cl)c(Cl)c1)C1CCCCC1
6: Cc1ccc(-c2nc(CS(=O)CC(=O)NCc3ccc(Cl)cc3)c(C)o2)cc1 (centres undefined)
entry no.,1,2,3,4,5,6
NPY Y1 blocker,-1,-1,10,-7,-2,13
Ba/F3 V617F tox,-2,-1,3,1,3,-1
NPY1 pot ag,-4,-11,-3,-19,5,-21
BaF3 parental,6,-1,10,9,2,4
S1P4 agonist,1.1,-0.1,1.7,-0.3,-0.3,0.7
S1P4 antagonist,-7,-4,5,-10,19,0
NPY-Y2 PAM-ag,-11,-3,-11,3,6,-6
CHOP inh,-11,-3,20,32,100*,56
p47phox inh,-6,-4,-17,1,-10,-12

7: Cc1nn(-c2ccccc2)c(Cl)c1C(=O)OC(C)C(=O)NC(=O)NC1CCCCC1 (centres undefined)
8: CC1CCc2nc3ccccc3c(C(=O)OCC(=O)N3CCc4ccccc43)c2C1 (centres undefined)
9: COc1ccc2c(CC(=O)NCCN3C(=O)S/C(=C\c4cccnc4)C3=O)coc2c1
10: CCOc1ccc(C(=O)CN2CCN(S(=O)(=O)c3ccc(F)cc3)CC2)cc1
11: COc1ccc(CNC(=O)c2coc(=O)c3ccccc23)c(OC)c1
12: CCOC(=O)c1c(C)[nH]c(C)c1C(=O)COC(=O)[C@@H]1CCCN1S(=O)(=O)c1ccc(Cl)cc1
entry no.,7,8,9,10,11,12
NPY Y1 blocker,11,-3,7,-7,6,7
Ba/F3 V617F tox,0,1,5,1,0,0
NPY1 pot ag,-27,3,-11,-8,3,0
BaF3 parental,2,4,6,2,7,6
S1P4 agonist,3.2,-0.4,-2.0,0.1,-0.2,-1.2
S1P4 antagonist,-14,-8,1,-4,9,8
NPY-Y2 PAM-ag,-10,10,6,-8,0,-25
CHOP inh,39,12,9,12,10,0
p47phox inh,-16,-14,-13,2,4,22

13: CN(C)c1ccc(P(=O)(OC2CCCCC2)C(Nc2ccccc2)c2cccnc2)cc1 (centres undefined)
14: CCCOc1ccc(C(C)=O)cc1CSc1nc(O)cc(=O)[nH]1
15: COCCn1c(C)cc(C(=O)COC(=O)CNC(=O)c2ccccc2)c1C
16: CN(Cc1cccnc1)Cc1cn(Cc2ccccc2)nc1-c1ccc2c(c1)OCO2
17: O=C(O)c1csc(-c2ccccc2)n1
18: C(=C\c1nnc(-c2cccs2)o1)/c1ccccc1
entry no.,13,14,15,16,17,18
NPY Y1 blocker,/,3,1,10,/,5
Ba/F3 V617F tox,-3,0,-5,-4,-3,3
NPY1 pot ag,22,-3,0,3,-38,-15
BaF3 parental,0,10,0,2,-1,3
S1P4 agonist,-1.9,2.2,1.2,-0.3,0.1,0.2
S1P4 antagonist,0,-15,14,-14,0,5
NPY-Y2 PAM-ag,9,-9,-8,5,-1,-15
CHOP inh,-24,37,34,29,0,-10
p47phox inh,-20,-14,-1,-10,-16,-13

19: CCOc1cc2[nH]c(=S)n(Cc3ccc(C(=O)NCC(OC)OC)cc3)c(=O)c2cc1OCC
20: Cc1ccccc1C(=O)NC(=S)NCCc1ccccc1
21: O=C(NC1CCCCC1)C(c1cccs1)N(C(=O)Cc1c[nH]c2ccccc12)c1ccc(F)cc1 (centres undefined)
22: Cc1ccc(-c2cc(C(=O)Nc3cnn(C(C)C)c3)no2)cc1
23: CNc1cc(-n2nc(C)cc2-c2ccccc2)ncn1
24: CC(C)c1nc(Cl)c(C#N)c2c1CCCC2
entry no.,19,20,21,22,23,24
NPY Y1 blocker,-6,9,2,9,-2,5
Ba/F3 V617F tox,1,0,3,6,-2,-5
NPY1 pot ag,-3,-39,24,15,2,-9
BaF3 parental,6,8,3,1,2,0
S1P4 agonist,-0.2,-1.4,-0.7,-0.1,-1.2,3.8
S1P4 antagonist,-8,7,17,-31,-8,-22
NPY-Y2 PAM-ag,1,-8,-8,-15,-14,5
CHOP inh,41,-1,91*,13,-15,85*
p47phox inh,-11,0,-13,-2,-15,-9

Part of the list above, reduced to CHOP inh and S1P4 agonist:
| cpd | SMILES | CHOP inh | S1P4 agonist |
| --- | --- | --- | --- |
| 7 | Cc1nn(-c2ccccc2)c(Cl)c1C(=O)OC(C)C(=O)NC(=O)NC1CCCCC1 (centres undefined) | 39 | 3.2 |
| 17 | O=C(O)c1csc(-c2ccccc2)n1 | 0 | 0.1 |

(further entries)
25: Cc1cccc(C)c1N1CCN(C(=O)Cn2cncn2)CC1
26: COc1ccc(S(=O)(=O)Nc2ccc(N3CCOCC3)cc2)cc1[N+](=O)[O-]
27: CCOC(=O)C1Cn2c(nc3c(c2=O)C(C)(C)Cc2ccccc2-3)S1 (centres undefined)
28: O=C(O)c1ccc(Nc2nc3c(s2)CCCC3)cc1
29: CC(=O)Nc1cc(NC(=O)C2C3C=CC(C3)C2C(=O)O)ccc1Cl (centres undefined)
30: O=C(NC1CCCCCCC1)c1c(O)c2ccccc2[nH]c1=O
entry no.,25,26,27,28,29,30
NPY Y1 blocker,2,-2,-3,-3,4,1
Ba/F3 V617F tox,0,5,4,-3,-6,3
NPY1 pot ag,-1,-2,-3,7,11,-11
BaF3 parental,6,7,4,-1,5,3
S1P4 agonist,2.2,0.4,-0.9,1.1,-0.5,-1.4
S1P4 antagonist,-6,13,-6,15,2,-9
NPY-Y2 PAM-ag,2,-9,14,10,2,12
CHOP inh,-11,-7,35,91*,21,-10
p47phox inh,-2,-6,-3,-12,-11,0

31: Nc1ccc2nc(CCCCCCCCc3nc4ccc(N)cc4[nH]3)[nH]c2c1
32: CCc1nn2c(NCCOC)cc(C)nc2c1-c1ccc(F)cc1
33: O=C(NCc1ccco1)c1cc(S(=O)(=O)N2CCCc3ccccc32)ccc1Cl
34: CCn1cc(C(=O)NCCc2ccccc2)c(=O)c2cc(F)c(N3CCN(C)CC3)cc21
35: CCOC(=O)C1(CCc2ccccc2)CCN(C2Cc3ccccc3C2)CC1
36: Cc1cc2c(c(=O)n1Cc1ccccn1)C(c1ccc3c(c1)OCO3)C(C#N)=C(N)O2 (centres undefined)
entry no.,31,32,33,34,35,36
NPY Y1 blocker,8,-8,0,0,1,0
Ba/F3 V617F tox,-2,1,-2,-3,4,-3
NPY1 pot ag,6,5,11,13,-5,7
BaF3 parental,1,5,5,1,14,2
S1P4 agonist,-1.1,-0.2,-0.3,-0.9,2.3,0.5
S1P4 antagonist,-2,15,-14,2,-5,1
NPY-Y2 PAM-ag,-8,2,-13,20,-22,13
CHOP inh,6,46,-11,-1,54,9
p47phox inh,-28,-8,-14,-1,-5,-8

Profiles, quoted from the list:
`O=C(NCc1ccco1)c1cc(S(=O)(=O)N2CCCc3ccccc32)ccc1Cl` is entered as NPY Y1 blocker: 0; Ba/F3 V617F tox: -2; NPY1 pot ag: 11; BaF3 parental: 5; S1P4 agonist: -0.3; S1P4 antagonist: -14; NPY-Y2 PAM-ag: -13; CHOP inh: -11; p47phox inh: -14
`Cc1cc2c(c(=O)n1Cc1ccccn1)C(c1ccc3c(c1)OCO3)C(C#N)=C(N)O2` (centres undefined) is entered as NPY Y1 blocker: 0; Ba/F3 V617F tox: -3; NPY1 pot ag: 7; BaF3 parental: 2; S1P4 agonist: 0.5; S1P4 antagonist: 1; NPY-Y2 PAM-ag: 13; CHOP inh: 9; p47phox inh: -8

Later entries.
37: CN1CC(c2ccccc2)C2(COc3ccccc3C2=O)C12C(=O)Nc1ccccc12 (centres undefined)
38: CCO[C@H]1OC(C(=O)NC2CC2)=C[C@@H](c2coc3ccccc3c2=O)[C@@H]1CCCO
39: CCn1c(SCC(=O)Nc2cc(NC(C)=O)ccc2OC)nnc1-c1ccncc1
40: COc1ccc([N+](=O)[O-])cc1NC(=O)CC(c1ccccc1)c1ccccc1
41: O=C(COc1ccccc1)Nc1cccc2c1CCCC2
42: CCOC(=O)N1CCN(C(=O)C2CCN(Cc3cccc(OCc4ccccc4)c3)CC2)CC1
entry no.,37,38,39,40,41,42
NPY Y1 blocker,-7,-6,5,1,-1,8
Ba/F3 V617F tox,0,-4,-3,-1,-5,-3
NPY1 pot ag,13,9,1,-1,-23,7
BaF3 parental,3,3,-1,3,-1,9
S1P4 agonist,3.4,0.2,0.1,-0.8,-1.2,-1.6
S1P4 antagonist,-6,-6,0,-16,13,-17
NPY-Y2 PAM-ag,11,-9,2,4,-14,4
CHOP inh,-3,12,-15,33,48,13
p47phox inh,-9,/,-9,-28,-5,2

43: CC(=O)c1ccc2c(c1)c1ccccc1n2CC(C)C
44: COc1ccc(Cl)cc1NC(=S)NCCCN1CCCC1=O
45: COc1ccc(NC(=O)CCNC(C)=O)cc1NS(=O)(=O)c1ccc(F)cc1
46: O=S(=O)(NCc1ccccc1)c1ccc(Cl)cc1
47: COCCNC(=O)/C(C#N)=C/c1c(N2CC(C)OC(C)C2)nc2ccccn2c1=O (centres undefined)
48: O=C(CN1CCN(CCN2C(=O)c3cccc4cccc(c34)C2=O)CC1)c1ccc(Cl)cc1
entry no.,43,44,45,46,47,48
NPY Y1 blocker,6,1,-5,-1,-3,1
Ba/F3 V617F tox,-4,-2,-3,-4,-1,0
NPY1 pot ag,-32,3,8,31,-3,0
BaF3 parental,3,4,1,4,0,3
S1P4 agonist,-1.8,-3.4,-0.4,2.1,3.7,0.1
S1P4 antagonist,-11,8,6,-3,-26,-20
NPY-Y2 PAM-ag,3,0,6,5,3,-5
CHOP inh,43,2,8,-14,12,8
p47phox inh,-17,-6,4,-13,-2,-9

49: CCOCC(=O)Nc1ccc([N+](=O)[O-])cc1OC
50: O=C(Nc1ccccc1Cl)NC1(C(=O)N2CCCCC2)CCCCC1
51: COc1ccc(Cl)cc1NC(=O)CNc1ccccc1F
52: CCn1cc(CN(C)S(=O)(=O)c2cccc([N+](=O)[O-])c2)cn1
53: COCCNC(=O)C(c1ccc(C)o1)N(CCOC)C(=O)Cn1nnc2ccccc21 (centres undefined)
54: CCOc1nc(NCCN2CCOCC2)nc(Nc2ccc(C)cc2)n1
entry no.,49,50,51,52,53,54
NPY Y1 blocker,3,0,3,2,-2,1
Ba/F3 V617F tox,4,-3,-2,-3,1,-1
NPY1 pot ag,4,-1,-11,-6,13,-12
BaF3 parental,7,4,0,3,4,0
S1P4 agonist,-1.7,3.1,1.5,0.9,-1.5,0.1
S1P4 antagonist,8,10,5,0,9,-7
NPY-Y2 PAM-ag,-8,4,-4,8,-14,12
CHOP inh,4,22,14,8,18,9
p47phox inh,3,10,-7,1,-2,-15

55: O=C(NC1CCCCC1)C1CC=CCC1C(=O)OCC(Cl)=C(Cl)Cl (centres undefined)
56: CC(=O)Nc1nc(-c2ccc([N+](=O)[O-])cc2)cs1
57: Cc1ccc(/C=C/C(=O)OCC(=O)NC(C)C)o1
58: Cc1nn(C)c(C)c1NC(=O)CSc1nc(-c2ccccc2Cl)nc2c1cnn2-c1ccccc1
59: O=C(CN1C(=O)CSc2ncccc21)NCCN1CCOCC1
60: Cc1ccc(S(=O)(=O)N2CCN(C)CC2)c(C)c1
61: CNC(=S)NNS(=O)(=O)c1ccc(OC)cc1OC
entry no.,55,56,57,58,59,60,61
NPY Y1 blocker,3,-1,1,-4,-3,-3,-1
Ba/F3 V617F tox,0,-2,-2,1,-3,0,-4
NPY1 pot ag,-4,-1,3,-2,-8,12,6
BaF3 parental,1,7,0,9,6,2,9
S1P4 agonist,0.2,-1.1,0.9,0.5,0.0,-1.4,-0.8
S1P4 antagonist,-2,-3,-7,-2,-9,3,8
NPY-Y2 PAM-ag,3,5,6,1,6,3,0
CHOP inh,42,8,32,19,-11,2,7
p47phox inh,-1,-1,-7,7,-10,-4,-3

Source: PubChem (several laboratories)
